# Anthrax LF inh2 – inhibitors of Bacillus anthracis lethal factor protease. P15917. multiplex microsphere protease cleavage assay, LF. inhibition, % at 10 µM. hit rate 0.12% among 360,000; further: plate controls were buffer without enzyme for full effect and enzyme alone for no effect
# Target sequence (P15917 whole entry, looked up): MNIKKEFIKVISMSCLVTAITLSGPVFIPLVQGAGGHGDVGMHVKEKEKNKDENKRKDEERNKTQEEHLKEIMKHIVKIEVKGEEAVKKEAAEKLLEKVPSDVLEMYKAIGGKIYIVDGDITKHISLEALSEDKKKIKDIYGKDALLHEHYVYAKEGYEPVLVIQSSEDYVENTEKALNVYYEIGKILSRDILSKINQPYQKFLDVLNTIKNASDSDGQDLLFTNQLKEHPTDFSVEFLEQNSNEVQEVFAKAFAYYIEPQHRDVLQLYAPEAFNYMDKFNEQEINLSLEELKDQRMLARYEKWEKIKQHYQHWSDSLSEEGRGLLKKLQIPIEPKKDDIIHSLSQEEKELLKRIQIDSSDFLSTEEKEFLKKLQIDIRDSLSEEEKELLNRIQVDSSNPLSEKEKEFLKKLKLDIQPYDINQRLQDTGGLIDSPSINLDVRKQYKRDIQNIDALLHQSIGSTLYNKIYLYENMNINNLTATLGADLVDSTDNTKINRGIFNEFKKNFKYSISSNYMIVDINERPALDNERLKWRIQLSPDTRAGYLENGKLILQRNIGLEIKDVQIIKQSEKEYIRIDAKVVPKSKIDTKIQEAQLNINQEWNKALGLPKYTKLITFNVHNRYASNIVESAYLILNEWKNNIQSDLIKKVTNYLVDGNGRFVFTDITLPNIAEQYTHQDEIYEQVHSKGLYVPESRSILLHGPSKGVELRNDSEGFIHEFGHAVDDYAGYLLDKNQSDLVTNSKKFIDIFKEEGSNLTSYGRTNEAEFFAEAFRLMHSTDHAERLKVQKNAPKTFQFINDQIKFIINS
# 3CLpro inhibitor – SARS-CoV 3CLpro protease inhibition | P0C6X7 | recombinant SARS-CoV 3CLpro, quenched FRET peptide cleavage | inhibition, % at 6 µM | hit rate 0.14% among 290,000; in the data active means inhibition above about 12%
# BoNT A protease – blocks Botulinum neurotoxin A light chain protease; hit rate 0.17% among 360,000; multiplex microsphere protease substrate cleavage, flow cytometry; inhibition, % at 10 µM; further: plate controls were buffer without enzyme for full effect and enzyme alone for no effect
# Yp Topo-I inh – blocks Yersinia pestis topoisomerase I activity | activity, % at 10 µM | Y. pestis Topo-I cleavage product accumulation, plate reader | hit rate 0.064% among 360,000 | AID 504884; in the data active means activity above about 50%, passing the limit was not always enough; inconclusive means no clear call, values can overlap the other calls; further: inactives centre near 2
# PrPC surface inh – inhibitors of human cell surface prion protein PrPC | TR-FRET read-out | P04156 | inhibition, % at 13.8 µM | hit rate 0.43% among 370,000 | AID 720596; in the data active means inhibition above about 24%; further: 0% = median of the test wells and 100% = reference compound wells
# SSB-PriA inh – blocks PriA binding to SSB C-terminal tail | AID 1272365 | inhibition, % at 33 µM | hit rate 0.6% among 430,000 | AlphaScreen SSBct-PriA binding, biotinylated peptide; in the data active means inhibition mostly above about 37%, no sharp cut-off; inactive means mostly below about 20%;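 further: plate controls were negative control peptide for no effect and reference peptide for full effect; strong numbers were not always called active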
# PfHsp40 rescue – rescue of PfHsp40-mediated yeast toxicity | S. cerevisiae expressing PfHsp40, growth rescue, ATP luminescence | growth rescue, % at 12.5 µM | hit rate 0.68% among 340,000; in the data active means growth rescue above about 28%, passing the limit was not always enough; inconclusive means no clear call, values can overlap the other calls;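 further: yeast W303a lacking pdr1 and pdr3 grown in galactose medium; growth measured after three days at 30 °C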
# BH1578 lux ind – induces V. cholerae light production without autoinducers; V. cholerae BH1578 lux reporter, luminescence, 6 h; activation, % at 18.7 µM; hit rate 0.16% among 350,000; in the data active means activation mostly above about 9.7%, no sharp cut-off; inconclusive means no clear call, values can overlap the other calls; inactive means mostly below about 3.7%; further: not every result past the cut was called active; inactives centre near 0; reference of the scale not given here
# TcdB inh – TcdB glycohydrolase inhibition | TcdB glycohydrolase enzymatic assay, plate reader | inhibition, % at 9.99 µM | hit rate 0.24% among 350,000; in the data active means inhibition above about 10%
# Numbers without * were called inactive; i = inactive; ? = inconclusive; / = not tested or not shown; & = joins results of further samples. Unless noted, no stated cut-off is given here; in the data, active means inhibition above about 30%; inconclusive means no clear call, values can overlap the other calls; inactive means below that.
SMILES,Anthrax LF inh2,3CLpro inhibitor,BoNT A protease,Yp Topo-I inh,PrPC surface inh,SSB-PriA inh,PfHsp40 rescue,BH1578 lux ind,TcdB inh
COc1ccccc1-n1cnc2c(c1=O)c1nc3ccccc3nc1n2-c1ccc(C)c(C)c1,3.7,3.6,8.4,-4.9,-0.2,4.5,-1.0,i,0.7
O=C(CSc1nc(-c2ccccc2Cl)ns1)NCc1ccco1,5.2,-8.3,-1.5,8.1,1.3,-1.5,0.0,3.3,/
Fc1cccc(NC(=S)N2CCCCC2)c1,5.5,1.8,0.0,2.0,1.9,1.8,-0.4,i,/
O=C(CSc1ncnc2c1oc1ccccc12)Nc1ccccc1C(F)(F)F,-1.9,-0.6,-0.4,-1.3,-1.7,-5.3,0.3,-0.3,1.0
CC(C)(C)c1ccc(CC(=O)N2CCC2(C)C(=O)Nc2cnc3ccccc3c2)cc1 (stereo not drawn),-0.4,/,-0.7,8.8,6.8,/,/,-0.6,0.5
CCC(Oc1ccc(C)cc1)C(=O)Nc1ccccc1C(=O)N1CCOCC1 (stereo not drawn),-2.7,-5.5,-0.9,1.4,-1.4,1.5,-0.1,-7.7,1.6
O=P(N1CCCCCC1)(N1CCCCCC1)N1CC1,0.9,/,0.5,16.1,3.2,-7.2,0.0,2.5,1.7
Cc1ccc(NC(=O)CN(C)C(=O)c2cc(-c3cccs3)nn2-c2ccccc2)cc1,-3.1,/,-2.7,13.6,1.3,-5.3,12.6,i,0.4
CCCCSc1nc2sc3c(c2c(=O)[nH]1)CC(C)(CC)OC3 (stereo not drawn),-9.8,2.4,-1.3,3.6,-5.9,-0.6,-0.5,0.6,1.4
COCC(=O)O[C@]1(CCN(C)CCCc2nc3ccccc3[nH]2)CCc2cc(F)ccc2[C@@H]1C(C)C,-5.3,/,0.7,-13.3,-10.4,10.0,0.9,-0.2,1.2
CCC(=O)N1CCCC(C(=O)Nc2ccc3cn[nH]c3c2)CC1 (stereo not drawn),1.8,/,-0.1,-1.3,0.7,/,/,-0.3,4.6
O=C(CNCc1ccccc1)Nc1ccc(Cl)cc1,-10.6,-2.7,-1.6,4.0,11.0,-10.5,-0.6,i,1.7
Nc1nc(SCC(=O)Nc2ccc([N+](=O)[O-])cc2)[nH]c(=O)c1NC(=O)c1ccc(Br)o1,-2.2,5.3,2.2,1.1,-3.8,-2.0&-4.6,-0.1,-0.4,0.5
Cc1ccc(S(=O)(=O)N2CC3(O)CN(C(=O)OC(C)C)N(C(=O)OC(C)C)CC3(OC(=O)NCc3ccccc3F)C2)cc1 (stereo not drawn),-2.8,/,-0.2,7.5,-14.9,/,/,-0.2,1.0
CCOCCCNC(=S)N1CCCC(c2nc3ccc(C)cc3[nH]2)C1 (stereo not drawn),-1.8,-2.1,-0.9,11.2,-2.7,8.2,0.2,-0.4,0.1
CCCCC(=O)Nc1ncc(S(=O)(=O)c2ccc([N+](=O)[O-])cc2)s1,1.2,4.0,-3.6,9.0,0.5,2.8,-0.7,i,1.0
CCOc1cc(N2CCOCC2)c(OCC)cc1NC(=O)CN1C(=O)C2C3C=CC(C3)C2C1=O (stereo not drawn),-1.5,-1.0,0.4,-9.3,9.5,-5.1,-1.8,0.6,-5.0
S=c1[nH]nc2nnc3ccccc3n12,-10.6,-1.1,?,-3.8,-51.7,-11.8,-0.6,0.6,1.3
O=C(NC(Cc1ccccc1)C(=O)O)/C(=C/c1ccc(Cl)cc1)NC(=O)c1ccccc1 (stereo not drawn),0.0,2.1,-0.7,1.1,2.0,-21.7,-0.6,-0.1,0.5
COc1ccccc1NS(=O)(=O)c1cccc(N=C2N=C(N)c3ccccc32)c1,1.9,-1.4,-0.5,-1.2,1.5,16.1,-0.1,i,-1.4
CC(C)(C)c1ccc(C(=O)CS(=O)(=O)c2ccccc2)cc1,5.0,3.9,-0.9,6.3,0.7,-5.4,1.1,0.0,/
COC(=O)C(Cc1c[nH]c2ccccc12)NC(=O)c1cncc(Br)c1 (stereo not drawn),-2.3,2.8,-0.8,1.9,-0.6,-1.3,1.1,-0.6,1.3
Cc1ccc(NC(=O)CN(C)C(=O)COC(=O)[C@@H](NC(=O)c2ccccc2F)C(C)C)cc1,1.0,/,3.7,17.2,7.4,2.7,0.1,i,0.3
CC1CN(C(=O)CS(=O)(=O)Cc2ccc(Cl)cc2)CC(C)O1 (stereo not drawn),0.6,4.5,-1.3,1.3,0.0,-0.9,-1.2,0.4,2.4
Cc1ccc(N=c2c([N+](=O)[O-])nn(-c3ccccc3)n2O)c(C)c1,-2.2,1.4,-3.5,8.8,-10.6,36.8,1.4,-0.2,-0.5
Cc1nc(NC(=O)COC(=O)C2=NNC(=O)CC2)c(Cl)cc1Cl,-1.4,1.2,0.3,-0.4,7.8,-12.8,0.4,i,-0.9
COc1ccc(C(C(=O)NC(C)(C)C)N(C(=O)CNC(=O)c2cccs2)c2ccc(C)cc2)cc1OC (stereo not drawn),4.6,-0.3,-0.5,2.0,-5.5,2.3,0.9,i,1.7
CCN1CCN(C(=S)Nc2sc(C)c(-c3ccccc3)c2C(=O)OC)CC1,-2.9,7.1,-4.8,19.9,8.1,23.6,1.4,-4.2,0.2
Cc1cc(Cl)ccc1OCC(=O)Nc1cccnc1,-13.9,0.9,-1.3,3.4,7.3,-14.6,-0.5,-0.2,1.0
Cc1ccc(C(=O)NCCc2nnc3ccc(SCC(=O)Nc4cc(C)on4)nn23)cc1,-7.8,-0.2,0.1,2.4,7.9,-15.0&4.0&-2.7,-1.0,-0.3,2.0
Oc1c(C(c2ccco2)N2CCN(C(c3ccccc3)c3ccccc3)CC2)sc2ncnn12 (stereo not drawn),1.7,5.6,0.6,40.3,9.9,4.4,2.0,i,0.6
COc1ccc(/C=C(\NC(=O)c2ccc(OC)c(OC)c2)C(=O)NCCc2c[nH]c3ccccc23)cc1,1.0,5.7,0.2,20.4,-10.7,6.3,1.7,2.1,/
C=CCn1c(CCc2cc(C(C)(C)C)c(O)c(C(C)(C)C)c2)n[nH]c1=S,-2.9,-0.6,-0.3,36.8,5.5,10.5,4.0,i,3.7
NNC(=O)C(Cc1ccc(O)cc1)N1Cc2ccccc2C1=O (stereo not drawn),-7.8,-0.7,1.2,-3.0,3.2,-1.0,-1.8,i,0.8
COc1ccc(S(=O)(=O)N2CCCCCC2)cc1NC(=O)c1ccccc1,1.5,3.3,2.0,-9.7,1.8,-13.4,-0.2,-1.3,-1.0
Clc1cccc(Oc2ncccn2)c1,1.6,3.6,0.0,-4.3,10.3,-9.1,-0.9,-0.4,1.6
COC(=O)c1ccc(CNC(=O)COC(=O)CNS(=O)(=O)c2ccc(C)cc2)cc1,-0.2,/,-0.3,2.9,1.9,/,/,i,0.3
CCN1C(=O)[C@H]2[C@H]3CN=C(SCC(=O)c4ccccc4)N3[C@@](CC)(C(=O)OC)[C@H]2C1=O,-0.6,/,-0.3,-1.2,-1.7,-5.2,-0.9,i,0.9
CS(=O)(=O)N(CC(=O)NC1CCCC1)c1ccc2c(c1)OCCO2,-4.3,2.5,0.2,-9.5,6.6,-5.4,0.3,-0.3,/
O=C(NCCCN1CCOCC1)c1ccccc1,0.0,0.2,-0.8,1.3,3.2,-1.5,1.6,-5.3,/
O=C(NCC(=O)N(Cc1ccco1)C(C(=O)NC1CCCC1)c1ccncc1)c1cccs1 (stereo not drawn),/,-1.6,/,-1.4,1.2,-0.9,-0.4,i,/
COc1ccccc1N1CCN(S(=O)(=O)c2c(C)[nH]c(C)c2C(=O)N2CCCCC2)CC1,2.9,5.5,0.2,8.5,-6.1,-5.1,-0.9,i,0.5
CC(=O)NCCC(=O)N1CCCC(N(C)CCc2ccccc2)C1 (stereo not drawn),7.0,-3.5,?,-6.9,-0.9,-6.1,1.2,i,0.1
Cc1cc(F)ccc1S(=O)(=O)N1CCCOC1CNC(=O)C(=O)NCc1ccco1 (stereo not drawn),1.5,-8.0,-0.7,0.5,6.1,-3.2,-1.0,-0.3,/
CCN(CC)S(=O)(=O)c1ccc(NC(=O)[C@@H](NC(=O)c2cc(OC)cc(OC)c2)C(C)C)cc1,-5.2,-3.5,-0.4,22.1,-11.6,-5.2,0.4,i,0.7

# Part of the list above, showing only TcdB inh, Anthrax LF inh2 and 3CLpro inhibitor.
molecule | TcdB inh | Anthrax LF inh2 | 3CLpro inhibitor
CCN1C(=O)[C@H]2[C@H]3CN=C(SCC(=O)c4ccccc4)N3[C@@](CC)(C(=O)OC)[C@H]2C1=O | 0.9 | -0.6 | /
CS(=O)(=O)N(CC(=O)NC1CCCC1)c1ccc2c(c1)OCCO2 | / | -4.3 | 2.5
O=C(NCCCN1CCOCC1)c1ccccc1 | / | 0.0 | 0.2

# (listing goes on)
SMILES,Anthrax LF inh2,3CLpro inhibitor,BoNT A protease,Yp Topo-I inh,PrPC surface inh,SSB-PriA inh,PfHsp40 rescue,BH1578 lux ind,TcdB inh
Cc1c(C(=O)N/N=C/c2ccncc2)nnn1-c1nonc1N,5.1,/,-0.4,8.1,-2.1,/,0.7,i,1.7
COc1ccccc1CNC(=O)c1ccc2nc3[nH]c4ccccc4c3nc2c1,1.5,-5.8,3.5,-9.0,-6.8,-3.3,0.0,-0.4,-2.6
Cc1cccnc1C1=NOC(Cc2ccccc2)C(=O)N1Cc1ccccc1F (stereo not drawn),-5.9,/,-0.8,22.8,1.6,/,/,-1.0,-3.3
CCOC(=O)/C=C/c1cnn(-c2ccccc2)c1,-0.9,4.2,-0.4,0.5,-2.2,-18.7,0.6,-0.3,/
COc1ccccc1CNS(=O)(=O)c1cccs1,10.2,7.1,0.7,0.1,5.0,-16.6,0.0,i,-7.4
CCOC(=O)[C@]12Cc3ccccc3[C@H]1N(Cc1ccccc1)C(=O)c1cc(OC)ccc12,1.5,/,-0.5,/,1.1,/,/,/,0.5
CN(c1ccc(C(=O)Nc2cccc([N+](=O)[O-])c2)cc1)S(C)(=O)=O,-7.0,0.4,-1.0,-3.6,-15.6,-10.6,-0.5,0.0,7.3
COc1cc(-c2cnc3c(NC(C)=O)cc(-c4ccc(N5CCN(C)CC5)cc4)cn23)cc(OC)c1OC,0.5,/,1.2,-11.5,-18.8,/,/,-2.5,-0.6
Clc1ccccc1/C=C/c1ccnc2ccccc12,-8.0,3.4,3.8,17.9,-3.9,-27.0,?,-1.0,3.8
CC(C)CN(C(=O)COC(=O)c1ccccc1Sc1ccccc1C#N)C1CCS(=O)(=O)C1 (stereo not drawn),-0.7,1.4,1.0,11.4,2.9,0.9,0.3,-0.5,/
COc1ccc(CCNc2oc(-c3ccco3)nc2C#N)cc1,0.1,2.5,-1.6,5.4,0.1,22.9,5.8,-0.5,0.6
CCC(C)c1ccccc1NC(=O)COC(=O)C1=COCCO1 (stereo not drawn),-7.7,1.7,-1.7,1.6,-2.7,-17.5,0.5,-0.5,0.7
Cc1onc(-c2ccccc2Cl)c1C(=O)Nc1ccc(-n2nncc2-c2ccco2)cc1,-2.6,1.1,0.4,-4.6,/,-3.0&12.1,0.6,-3.8,/
COc1ccc(N(CC(=O)Nc2cccc(F)c2)S(=O)(=O)c2c(C)[nH]c(=O)[nH]c2=O)cc1,-2.1,-1.1,0.6,2.1,-0.3,-7.5,-1.0,-1.8,0.9
O=C(/C(=C/c1cccnc1)n1ccnc1)c1ccc(Cl)cc1Cl,-0.3,0.6,-0.7,5.3,11.2,-10.8,0.4,-0.5,0.0
O=C(O)CSc1ncnc2sc3c(c12)CCCC3,0.2,4.6,0.5,2.9,29.6*,-2.5,-2.3,i,-0.5

# Assay outcomes: PubChem BioAssay, several laboratories

# This is a subset; the hit share may differ from the screen's.
